uPA generation: blocks generation of uPA at the cell surface | cell surface uPA generation assay, qHTS | Potency, µM (titrated, usually from 38.3 µM), inactives show top-dose activity change, negative = inhibition, actives largely listed as inhibitors | 330,000 compounds, 0.31% hits; active means well fitted inhibition curve with a large enough effect; inconclusive means small, poorly fitted or top-dose-only effect; inactive means no such curve, though single readings can be large or run the other way; tested in mouse RAW 264.7 cells; further: potency means the concentration at half of the fitted maximal effect; on the % scale 0 is the no-effect control and ±100 the full control effect; nearly all actives have a fitted effect of over 55% in size
ELG1 genotoxic: genotoxicity induction in ELG1-luciferase HEK293T cells; 330,000 compounds, 1.3% hits; Potency, µM (titrated, usually from 46 µM), inactives show top-dose activity change, positive = activation, usual class: activators; HEK293T ELG1-luciferase reporter, luminescence, 16 h; further: potency means the concentration at half of the fitted maximal effect; % of control where 0% means no effect; nearly all actives have a fitted effect of over 60% in size
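Genotoxicity was scored as increased ELG1-luciferase reporter signal, measured by ONE-Glo luminescence (30 min, room temperature). Compound or vehicle exposure of the HEK293T reporter cells lasted 16 hr at 37°C.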
PTAP TSG101 blk: blocks PTAP/TSG101 interaction to inhibit HIV-1 budding. Fluorescence polarization, FITC-PTAP peptide / Tsg101 binding. Potency, µM (highest dose often 115 µM), for the others: top-dose activity change, negative = inhibition, most hits filed as inhibitors. Q99816. 340,000 tested, under 10 active. AID 493005; active means well fitted inhibition curve with a large enough effect in the main read-out, with a control signal flat, not every such curve was filed as active; inconclusive means small, poorly fitted or top-dose-only effect, or effect the other way, or a change in a side signal; inactive means no such curve, though single readings can be large or run the other way; further: potency means the concentration at half of the fitted maximal effect; % of control where 0% means no effect
Target sequence (Q99816 whole entry, looked up): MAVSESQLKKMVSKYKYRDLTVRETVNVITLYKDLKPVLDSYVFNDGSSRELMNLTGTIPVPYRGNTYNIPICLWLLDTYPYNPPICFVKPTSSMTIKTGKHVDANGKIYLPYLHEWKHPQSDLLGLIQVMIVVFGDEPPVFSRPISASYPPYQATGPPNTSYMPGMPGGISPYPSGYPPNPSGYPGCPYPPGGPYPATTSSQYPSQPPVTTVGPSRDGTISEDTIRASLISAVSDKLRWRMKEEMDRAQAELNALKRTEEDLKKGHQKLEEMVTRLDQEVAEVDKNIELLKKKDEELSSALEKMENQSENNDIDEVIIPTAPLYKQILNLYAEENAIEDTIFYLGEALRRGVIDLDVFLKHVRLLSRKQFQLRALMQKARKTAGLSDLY
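Tsg101 binding domain (10 uM final) was mixed with compound and a FITC-labeled PTAP peptide (50 nM final) in HEPES pH 7.5 buffer with NaCl, Tween 20, EDTA and TCEP; fluorescence polarization was read after 20 min at r.t.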
Eya2 inh: inhibitors of human Eya2 phosphatase activity. AID 488837. 330,000 compounds, 0.006% hits. O00167. recombinant Eya2, OMFP fluorescence dephosphorylation (OMFP is methylfluorescein phosphate). Potency, µM (titrated, usually from 76.9 µM), without a hit: at the top dose activity, negative = inhibition, hits mostly inhibitors; further: potency means the concentration at half of the fitted maximal effect; on the % scale 0 is the no-effect control and ±100 the full control effect
Target sequence (O00167 whole entry, looked up): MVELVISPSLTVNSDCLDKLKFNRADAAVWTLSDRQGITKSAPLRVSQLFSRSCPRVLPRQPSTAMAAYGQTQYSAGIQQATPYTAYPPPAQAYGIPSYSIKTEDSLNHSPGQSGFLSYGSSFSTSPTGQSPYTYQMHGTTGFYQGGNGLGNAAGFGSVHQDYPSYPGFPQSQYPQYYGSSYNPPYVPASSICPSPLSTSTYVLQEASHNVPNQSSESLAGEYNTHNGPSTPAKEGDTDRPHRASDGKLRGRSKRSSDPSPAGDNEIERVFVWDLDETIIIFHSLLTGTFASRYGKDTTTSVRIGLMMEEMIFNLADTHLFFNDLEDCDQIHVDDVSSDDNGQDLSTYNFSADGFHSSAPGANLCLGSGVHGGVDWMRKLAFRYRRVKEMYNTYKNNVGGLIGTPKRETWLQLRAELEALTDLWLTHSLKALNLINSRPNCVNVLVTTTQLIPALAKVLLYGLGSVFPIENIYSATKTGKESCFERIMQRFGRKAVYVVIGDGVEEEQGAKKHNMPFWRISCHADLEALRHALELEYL
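Eya2 protein (added as 0.2 uM solution) was preincubated with compound for 10 min at ambient temperature in 50 mM HEPES pH 7.5, 50 mM NaCl, 5 uM MgCl2, 0.05% BSA, 1 mM DTT. OMFP (added at 50 uM) then reacted 10 min; fluorescence read at 485/525 nm.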
USP2a inh: inhibitors of human ubiquitin-specific protease USP2a. O75604. USP2 core, Ub-CHOP2 coupled fluorogenic reporter, 485/531. Potency, µM (titrated, usually from 38.3 µM), without a hit: at the top dose activity change, negative = inhibition, usual class: inhibitors. 330,000 compounds, 0.01% hits;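 further: potency means the concentration at half of the fitted maximal effect; plate controls were DMSO wells for no effect and full inhibition by NEM control for full effect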
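Cell-free coupled assay: 10nM USP2 core preincubated 30min RT with compound in Tris-HCl pH 8.0/CaCl2/CHAPS buffer, then 25nM Ub-CHOP2 and 25nM reporter substrate; fluorescence (Ex 485/Em 531) read after 60min RT, normalized to NEM inhibition, concentration-response curves fitted.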
a7 integrin act: activators of alpha7 integrin expression for muscular dystrophy. Potency, µM (doses to about 38.3 µM), for the others: at the highest dose activation, hits mostly activators. alpha7betagal myoblasts, beta-gal FDG fluorescence, 48 h. 350,000 compounds, 0.064% hits;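 further: potency means the concentration at half of the fitted maximal effect; 100% = response of the positive control SU9516; nearly all actives have a fitted effect of over 60% in size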
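Alpha7betagal+/- myoblasts (passage 13) were plated 16-24 hr, then exposed to compounds (1:260 dilution of DMSO stock) for 48 hours at 37C. After MPER lysis, β-galactosidase reporter activity was read as FDG fluorescence (ex 480/em 540) after 30 minutes.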
S-ASM inh: inhibitors of human secretory acid sphingomyelinase; Potency, µM (doses to about 57.5 µM), for the others: top-dose activity change, negative = inhibition, hits mostly inhibitors; 340,000 compounds, 0.006% hits; P17405; placental ASM, HMU-PC fluorogenic substrate, 60 min; further: potency means the concentration at half of the fitted maximal effect
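Fluorogenic HMU-PC substrate (9 uM final) is turned over by placental ASM in 60 min at 37 C after a 10 min compound preincubation. Reaction ended by alkaline stop (pH 10), with fluorescence read at 386/447 nm.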
TRPV1 ag: agonists of human vanilloid receptor 1 (TRPV1); Q8NER1; TRPV1-expressing cells, Fluo-8 calcium influx, agonist mode; activation, % at 8.33 µM; 320,000 compounds, 0.19% hits; AID 540275; in the data active means activation above about 80%; inconclusive means between about 30% and that limit; further: 0% is about no effect
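Cells expressing TRPV1 were dye-loaded with Fluo-8 and read kinetically: 10 s baseline, 3 min after compound (agonist portion), then 2 min after EC20 capsaicin (allosteric enhancer portion). Calcium-bound dye fluorescence at 480/520 nm.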
BRCA1 expr up: activators of BRCA1 expression; MCF7-BRCA1-FFLuc reporter, luminescence, 48 h; response scale: scaled: vehicle 0%, 10 µM genistein 100%; AID 624202; Potency, µM (doses to about 46.1 µM), for inactives: at the highest dose activation, most hits filed as activators; 380,000 compounds, 1.1% hits; further: potency means the concentration at half of the fitted maximal effect; nearly all actives have a fitted effect of over 80% in size; some results filed as inactive show a strong effect at the top dose
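Using MCF7 cells harboring a BRCA1 firefly luciferase reporter, plated 2 h before compound pinning, the screen measured luminescence after 48 h incubation. Responses were normalized to DMSO and 10 microM genistein, then fitted for concentration-effect.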
B2AR arrestin: recruits beta-arrestin to the human beta2-adrenergic receptor. P07550. beta-arrestin recruitment to beta2AR, cell-based reporter. Potency, µM (top dose mostly 46.1 µM), for the others: top-dose activation, most hits filed as activators. 330,000 compounds, 0.02% hits;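 further: potency means the concentration at half of the fitted maximal effect; 0% = DMSO controls and full agonism = EC100 isoproterenol or metaproterenol; nearly all actives have a fitted effect of over 65% in size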
p53 reactivator: re-activators of mutant p53; H1299 p53-A138V BP100-luciferase reporter, luminescence, 24 h; Potency, µM (titrated, usually from 92.2 µM), for inactives: top-dose activity change, positive = activation, hits mostly activators; 320,000 compounds, 0.063% hits; further: potency means the concentration at half of the fitted maximal effect; % of control where 0% means no effect; nearly all actives have a fitted effect of over 45% in size
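H1299 (p53-null), stable ts p53-A138V + BP100-Luc; 1000 cells/well, Opti-MEM/10% FBS; cpd 4 pt, 1:5; 24 h, 37 deg C, 5% CO2; detection reagent 10 min RT; luminescence.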
Active calls of the source: *; ? = inconclusive; nt = not tested or not shown; [ ] = remark or other dose. Unless noted, the call rests on the fitted dose curve; in most records, active means well fitted curve in the direction sought with a large enough effect; inconclusive means small, poorly fitted or top-dose-only effect, or another doubt; inactive means no such curve, though single readings can be large; an effect the other way counts as inactive or inconclusive. Outcome played no part in choosing rows; 2.6% or so of the library scored in one or more.

Structure	Eya2 inh	PTAP TSG101 blk	ELG1 genotoxic	uPA generation	a7 integrin act	BRCA1 expr up	USP2a inh	B2AR arrestin	S-ASM inh	p53 reactivator	TRPV1 ag
CCN1CCN(Cc2nc3c(c(=O)n(C)c(=O)n3C)n2Cc2cccc3ccccc23)CC1	3%	-15%	1%	-21%	21%	-1%	-3%	0.0%	-1%	-4%	2
COc1cc(C(CC(=O)Nc2ccc(Cl)cn2)N2Cc3ccccc3C2=O)cc(OC)c1OC (stereo unspecified)	-30%	-4%	1%	?	-30%	-43%	-1%	-0.4%	-1%	-6%	7
O=C(CN1C(=O)c2ccccc2S1(=O)=O)N1CCN(Cc2ccc3c(c2)OCO3)CC1	19%	2%	-2%	0%	-12%	-6%	-2%	-2.1%	3%	2%	4
COc1cc2c(cc1OC)-c1nnc(-c3cccs3)n1C(C)(C)C2	nt	-2%	nt	-28%	12%	7%	nt	nt	0%	nt	nt
O=C(Nc1c(F)cccc1F)C1CCN(C(=O)c2cccs2)CC1	4%	0%	-1%	0%	41%	2%	1%	0.0%	1%	-1%	6
O=C(O)CCCn1cc(NC(=O)c2ccc(F)cc2)cn1	?	-3%	2%	0%	-10%	0%	2%	0.1%	-2%	2%	-4
Cc1ccc(OCCC(=O)OCC(=O)Nc2ccc(C)cc2Cl)cc1	-20%	-1%	0%	0%	-11%	-2%	0%	0.3%	-3%	0%	-6
C#CCn1c(=NC(=O)c2sc3ccccc3c2Cl)sc2cc(S(N)(=O)=O)ccc21	6%	0%	-1%	7%	-8%	-11%	-26%	-0.3%	35%[activator]	2%	4
Cn1c(C(=O)NC2CCCCC2)cc2sccc21	13%	-13%	?	-10%	-3%	5.6µM*	-1%	-1.2%	-2%	?	?
O=C(NCc1ccc2c(c1)OCO2)c1nn(-c2ccccc2)c(=O)c2ccccc12	-4%	-3%	-10%	3%	0%	-19%	1%	0.0%	-10%	-7%	7
COc1ccccc1N1CCN(c2nc(C)nc3c2oc2ccccc23)CC1	-15%	-2%	-19%	nt	-27%	-77%	-7%	-0.8%	-15%	19%	4
CC(C)n1cnnc1SCC(=O)NNC(=O)COc1ccc(Cl)cc1	4%	-3%	-1%	3%	-18%	-10%	-1%	0.0%	6%	1%	7
Cc1ccc(NC(=O)c2cc(=O)[nH]c3ccccc23)cc1C	-9%	-2%	14%	7%	-13%	-16%	0%	-0.1%	-1%	?	1
O=C(Cc1ccccc1)Nc1nc(-c2cccs2)cs1	-12%	-2%	4%	0%	-19%	108%	-8%	0.1%	-11%	?	94*
O=C(CN1CCCC1c1cccs1)N1CCN(S(=O)(=O)c2ccccc2)CC1 (stereo unspecified)	-23%	1%	-1%	-9%	0%	-14%	0%	0.0%	nt	7%	-3
COc1ccc(-c2[nH]nc3oc(=O)c(CCO)c(C)c23)cc1	3%	0%	-1%	-3%	24%	-14%	0%	0.0%	1%	0%	-3
O=C(/C=C/c1ccco1)Nc1ccccc1C(=O)Nc1cccc(C(=O)O)c1	-2%	4%	4%	-3%	-6%	14%	11%	-0.8%	2%	2%	2
O=C(O)/C=C/c1cn(-c2ccccc2)nc1-c1ccccc1	?	-1%	-1%	0%	-14%	35%	-1%	0.1%	5%	-2%	1
CC(C)N1CC(C(=O)Nc2ccc(S(=O)(=O)N3CCCCC3)cc2)CC1=O (stereo unspecified)	4%	-1%	0%	1%	5%	2%	-1%	0.1%	-17%	-3%	4
O=C(Nc1ccc(S(=O)(=O)Nc2nccs2)cc1)c1ccc(N2C(=O)c3ccccc3C2=O)cc1	-5%	13%	3%	-3%	20%	9%	?	-0.2%	0%	11%	0
c1ccc2sc(NC3=NCN(CCN4CCOCC4)CN3)nc2c1	-3%	1%	-1%	3%	3%	22%	-2%	0.0%	7%	7%	-1
COc1ccccc1/C=C(/CC(=O)NCc1ccc2c(c1)OCO2)c1nc2ccccc2s1	-14%	-4%	0%	3%	9%	-1%	-6%	0.1%	11%	8%	?
CCC1=[N+](C)c2cccc3cccc(c23)N1C	?	-8%	20%	1%	3%	8%	6%	-0.1%	8%	-3%	1
O=C(N/N=C/c1ccc(OC(=O)c2ccco2)cc1)c1ccccn1	2%	-1%	?	-6%	-11%	62%	0%	-0.2%	0%	8%	-3
CCc1nnc(/N=C/c2c(O)n(-c3ccc(Cl)cn3)c(=O)c3ccccc23)s1	3%	-2%	-2%	9%	?	24%	3%	-1.4%	83%[activator]	-23%	0
CC(=O)O[C@]1(C(C)=O)CC[C@H]2[C@@H]3C=CC4=CC(=O)C=C[C@]4(C)[C@H]3CC[C@@]21C	4%	-1%	-2%	-15%	-20%	-40%	-3%	0.1%	0%	-3%	-3
COc1ccccc1-n1nc(C(=O)NCc2ccco2)c2ccccc2c1=O	-6%	-2%	-1%	4%	15%	-3%	0%	-0.2%	-3%	1%	10
O=C(N1CCCC1)C12CCC3CC(CC(C3)C1)C2	26%	-2%	-5%	2%	11%	3%	6%	0.2%	-2%	-1%	14
Cc1ccnc(NC(=O)c2ccccc2NC(=O)C(C)(C)C)c1	6%	-6%	-3%	-13%	-23%	-62%	-2%	0.4%	-2%	4%	24
CCOC(=O)C1(Cc2cccc(F)c2)CCN(Cc2c(C)nn(CC)c2C)CC1	-14%	-3%	-8%	-34%	?	-20%	0%	-0.1%	5%	-5%	1
CC1CCc2cc(F)ccc2N1S(=O)(=O)c1ccc(Cl)nc1 (stereo unspecified)	1%	-4%	-1%	-7%	-19%	-49%	-3%	-1.6%	-1%	3%	0
COc1ccc(/C=C/C(=O)NC(CCSC)C(=O)O)cc1 (stereo unspecified)	-12%	0%	-9%	3%	-14%	2%	6%	-0.1%	1%	6%	0
COc1ccc(CC(=O)N[C@@H](CCSC)c2nc3ccccc3[nH]2)cc1	-10%	-1%	-7%	1%	6%	-1%	6%	-1.1%	1%	0%	12
COc1cc(/C=C(\C#N)C(=O)Nc2ccccn2)ccc1O	2%	0%	?	1%	-9%	-13%	2%	-0.1%	-1%	23%	4
COC(=O)Nc1c(C)n(C)n(-c2ccccc2)c1=O	-7%	-13%	0%	nt	8%	1%	0%	-0.2%	8%	2%	-1
CN(c1ccc(OCC(=O)Nc2ccc3[nH]c(=O)[nH]c3c2)cc1)S(=O)(=O)c1ccc(Cl)cc1	10%	0%	4%	0%	2%	6%	-7%	0.4%	-7%	3%	0
CS(=O)(=O)c1ccc2nc(NC(=O)c3ccc(N4CCCC4=O)cc3)sc2c1	4%	0%	14%	0%	-17%	0%	0%	-1.2%	-2%	4%	-1
CCC1(O)CC(C(=O)OC)=NN1C(=O)c1ccccc1 (stereo unspecified)	-2%	-9%	2%	7%	-5%	13%	1%	0.2%	1%	4%	-1
CN1CCN(NS(=O)(=O)c2cccs2)CC1	0%	2%	-1%	2%	4%	-2%	5%	4.3%	4%	0%	1
O=C(O)c1ccc(-c2sc(Nc3ccccc3)n[n+]2-c2ccc(F)cc2)cc1	0%	1%	0%	5%	13%	0%	2%	-0.1%	4%	nt	0
C=CCOc1ccc(CN(C)C(=O)CN2C(=O)c3ccccc3C2=O)cc1	9%	-3%	1%	2%	0%	-11%	-3%	-0.5%	0%	4%	5
O=C(CN1CCN(c2cccc(C(F)(F)F)c2)CC1)NCc1ccccc1	1%	-2%	-4%	0%	-25%	-15%	3%	0.3%	-5%	nt	?
CC(NC(=O)C12CC3(C)CC(C)(CC(C)(C3)C1)C2)C(=O)O (stereo unspecified)	-19%	-1%	-2%	3%	-23%	-33%	1%	-0.4%	1%	-1%	-1
O=C(O)CSc1nnc(CNc2ccc(F)cc2)n1-c1ccccc1	-2%	-1%	-1%	-2%	-12%	0%	1%	-0.7%	5%	-3%	1
NCCN1C(=O)S/C(=C\c2ccc3c(c2)OCO3)C1=O	0%	-4%	-8%	-3%	?	-52%	5%	0.5%	12%	-4%	5
